# Screening data from PubChem.
# IL1B secr inh: inhibitors of inflammasome signaling (IL-1 beta secretion); THP-1 LPS/ATP IL-1B secretion, AlphaLISA, 16 h; hits give low values; activity change, % at 57.5 µM; 4.7% of 360,000 active; in the data active = activity change below about -50%; inconclusive = mostly about -30% to -49%; also: % is scaled to controls: 0 for no effect and ±100 for the full control effect
#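 Secreted IL-1B measured by AlphaLISA bead assay after 16 h compound exposure of THP-1 cells; compounds (final up to 57.5 uM) added 1 h before LPS (250 ng/mL) and ATP (1.25 mM) stimulation; lower signal means less secretion.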
# SW480 rereplic: induces DNA re-replication in SW480 colon adenocarcinoma cells. Potency, µM (highest dose often 46.1 µM), inactives show top-dose re-replication activation, usual class: activators. SW480 DNA re-replication, Hoechst DNA content imaging, 48 h. 1.8% of 340,000 active. AID 624297; also: potency is read from the fitted curve at half-maximal effect; % of control where 0% means no effect; nearly all actives have a fitted effect of over 55% in size
#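 Treated cells incubate 48 hr (37 C, 5% CO2), are stained 40 min with Hoechst, and nuclear fluorescence is enumerated; a rise in nuclei with high DNA signal marks re-replication.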
# HT1080 IDH1KD tx: HT-1080 IDH1 knockdown cell toxicity (counter line) | 2% of 360,000 active | HT-1080 IDH1 knockdown viability, ATP luminescence, 48 h | Potency, µM (titrated, usually from 46.1 µM), for the others: at the top dose activity, negative = toxicity, actives largely listed as cytotoxic;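 also: potency is read from the fitted curve at half-maximal effect; 0% = DMSO wells and -100% = cell-free medium wells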
#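 % activity derives from luminescence (CellTiter-Glo), normalised to DMSO and no-cell wells. HT-1080-IDH1KD cells, 750/well, had 48 h compound exposure at 37 °C.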
# GLP1R ag: activates the human GLP-1 receptor. P43220. HEK293 GLP-1R CRE-luciferase, luminescence, 4-6 h; cells express a hypersensitive GLP-1R form. Potency, µM (highest dose often 45.6 µM), for the others: at the top dose activation, most hits filed as activators. 0.007% of 380,000 active. AID 624172; also: potency is read from the fitted curve at half-maximal effect; % of control where 0% means no effect
# Target sequence (P43220 whole entry, looked up): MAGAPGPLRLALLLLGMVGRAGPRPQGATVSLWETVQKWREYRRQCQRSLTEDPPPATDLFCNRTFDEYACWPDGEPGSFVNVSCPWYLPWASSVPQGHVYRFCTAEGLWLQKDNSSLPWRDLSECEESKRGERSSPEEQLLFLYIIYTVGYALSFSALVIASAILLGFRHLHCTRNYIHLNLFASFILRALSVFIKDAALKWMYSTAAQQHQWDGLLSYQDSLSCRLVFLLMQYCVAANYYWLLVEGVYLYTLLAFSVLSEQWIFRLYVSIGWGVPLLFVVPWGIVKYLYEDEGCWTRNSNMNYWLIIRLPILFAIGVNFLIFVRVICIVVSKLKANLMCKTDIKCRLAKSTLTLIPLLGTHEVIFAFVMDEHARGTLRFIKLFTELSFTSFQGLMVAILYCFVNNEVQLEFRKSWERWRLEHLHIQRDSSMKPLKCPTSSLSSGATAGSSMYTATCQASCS
# HT1080NT lethal: kills 2HG-producing HT-1080-NT fibrosarcoma cells; Potency, µM (highest dose often 46.1 µM), for the others: at the highest dose activity, negative = less viability, actives largely listed as cytotoxic; 1.6% of 360,000 active; AID 686970; HT-1080-NT fibrosarcoma viability, CellTiter-Glo ATP luminescence, 48 h;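 also: NT is the 2HG producing partner of a matched IDH1 knockdown line; potency is read from the fitted curve at half-maximal effect; 0% = DMSO-treated cells and -100% = media-only wells without cells; nearly all actives have a fitted effect of over 55% in size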
#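 HT-1080-NT; 750 cells/well; 5% FBS RPMI; 48 h compound, 37 degrees C; CellTiter-Glo luminescence; curve fitting and curve-class assignment.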
# KB-V1 MDR tox: kills drug-selected multidrug resistant KB-V1 cells; 3.4% of 400,000 active; Potency, µM (top dose mostly 46.1 µM), inactives show at the highest dose activity change, negative = cytotoxicity, actives largely listed as cytotoxic; AID 1347076; KB-V1 MDR cells viability, CellTiter-Glo, 72 h; also: potency is read from the fitted curve at half-maximal effect; % is scaled to controls: 0 for no effect and ±100 for the full control effect; nearly all actives have a fitted effect of over 60% in size
#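 KB-V1 cells (P-gp-expressing MDR subline of KB-3-1) in phenol-red-free DMEM with 10% FBS were exposed to library compounds over a concentration series for 72 h at 37 degrees C. Viability read by CellTiter-Glo luminescence; concentration-effect curves fitted after normalization.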
# D3 antag: D3 dopamine receptor (human) antagonism; D3R cells, DiscoveRx beta-arrestin luminescence, antagonist mode; hits give low values; 2.5% of 360,000 active; max response, negative = inhibition, %; P35462; in the data active = max response below about -50%; inconclusive = no clear call, values can overlap the other calls; also: % is scaled to controls: 0 for no effect and ±100 for the full control effect; mostly tested at two doses, the higher about 12 µM
# Target sequence (P35462 whole entry, looked up): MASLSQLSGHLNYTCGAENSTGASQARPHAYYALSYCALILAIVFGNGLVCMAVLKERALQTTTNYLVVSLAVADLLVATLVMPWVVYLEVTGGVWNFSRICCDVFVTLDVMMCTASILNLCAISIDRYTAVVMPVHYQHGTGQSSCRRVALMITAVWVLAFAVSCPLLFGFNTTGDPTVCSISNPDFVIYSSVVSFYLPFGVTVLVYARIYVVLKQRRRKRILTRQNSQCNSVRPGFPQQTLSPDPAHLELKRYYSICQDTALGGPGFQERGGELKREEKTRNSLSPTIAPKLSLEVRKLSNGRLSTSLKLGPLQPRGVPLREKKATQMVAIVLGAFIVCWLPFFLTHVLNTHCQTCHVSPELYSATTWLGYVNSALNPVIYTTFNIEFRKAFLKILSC
#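 Cells plated overnight at 1500 cells/well, then exposed to library compounds with dopamine controls for 90 minutes at 37 degrees C. DiscoveRx reagent added for 30–60 minutes at room temperature; luminescence read, quantitative HTS format.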
# DRD3 agonist: activates the human D3 dopamine receptor; P35462; D3R DiscoveRx beta-arrestin cells, luminescence, 90 min; max activation, %; 0.58% of 410,000 active; in the data active = max activation above about 30%; also: 0% is about no effect; mostly tested at two doses, the higher about 12 µM
#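 Cells at 1500/well, incubated overnight, then treated with pinned compounds (dopamine as control) for 90 min at 37 degrees C. DiscoveRx reagent added for 30 - 60 minutes at room temperature; luminescence read.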
# KB-3-1 tox: KB-3-1 parental cell cytotoxicity; Potency, µM (top dose mostly 46.1 µM), for the others: top-dose activity change, negative = cytotoxic, usual class: cytotoxic; 1.4% of 400,000 active; KB-3-1 viability, CellTiter-Glo ATP luminescence, 72 h; AID 1347075; also: potency is read from the fitted curve at half-maximal effect; % is scaled to controls: 0 for no effect and ±100 for the full control effect; nearly all actives have a fitted effect of over 60% in size
#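 Luminescent ATP read-out (CellTiter-Glo) measures survival of drug-naive KB-3-1 cells after 72 h compound exposure at 37 °C. Titration series was screened from lowest to highest concentration, with DMSO vehicle plates as background controls.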
# Active calls of the source: *; ? = inconclusive; nt = no result given; [ ] = dose if it differs, or a comment. Unless noted, calls follow the shape of the dose curve; as a rule, active = well fitted curve in the direction sought with a large enough effect; inconclusive = small, poorly fitted or top-dose-only effect, or another doubt; inactive = no such curve, though single readings can be large; an effect the other way counts as inactive or inconclusive.
no.	compound	SW480 rereplic	HT1080 IDH1KD tx	HT1080NT lethal	DRD3 agonist	D3 antag	IL1B secr inh	KB-3-1 tox	KB-V1 MDR tox	GLP1R ag
1	O=C(N/C(=C\c1cccc([N+](=O)[O-])c1)C(=O)N1CCOCC1)c1ccc([N+](=O)[O-])cc1	-5%	0%	-1%	0	4	-1	-2%	-4%	5%
2	CC1(C)Cc2c(c(N3CCOCC3)nc3sc4c(NN)ncnc4c23)CS1	?	?	?	-1	14	64	?	?	18%
3	N#CC1=C(N)Oc2c(O)cc3ccccc3c2C1c1ccsc1 (stereo not drawn)	?	15µM*	21µM*	4	6	-86*	?	?	1%
4	CCCCCC(=O)N1CC2(CC(c3cccc(NC(=O)[C@@H]4CCC(=O)N4)c3)=NO2)C[C@@H]1C(N)=O (stereo partly drawn)	-2%	5%	4%	0	-7	11	4%	-2%	6%
5	Cc1cccc(C(=O)OCN2C(=O)c3ccccc3C2=O)c1[N+](=O)[O-]	-2%	10%	?	-2	-20	-4	-19%	?	1%
6	FC(F)Sc1ccc(NC(=S)NCc2ccccc2)cc1	18%	21µM*	?	-5	-1	-92*	-15%	?	3%
7	Cc1ccc(NC(=O)N2CCc3ccccc32)cc1C	1%	-7%	-17%	-3	-22	?	11%	9%	14%
8	CCN1CCN(c2sc(S(C)(=O)=O)nc2S(=O)(=O)c2ccc(Cl)cc2)CC1	18%	?	-5%	-15	-29	-98*	0%	-11%	-3%
9	COc1ccc(/C=C(/NC(=O)c2ccccc2)C(=O)N2CCCC2)cc1OC	-18%	-6%	4%	-7	-16	2	0%	-18%	15%
10	CSc1ncc(C(=O)Nc2ccc(C)cc2C)c(C)n1	-5%	25%	22%	-22	-6	?	-23%	-58%	7%
11	OCC1(CO)CCCC(CO)(CO)C1O	-7%	9%	4%	0	-8	-6	2%	8%	7%
12	O=C(C1CCCO1)N1CCN(c2ccccn2)CC1 (stereo not drawn)	-4%	8%	15%	-4	-5	-17	13%	?	-2%
13	CCOc1ccc2nc(N(CCN(C)C)C(=O)c3ccc4c(c3)CCCC4)sc2c1	5%	-9%	-11%	-6	-12	-65*	-13%	-7%	-1%
14	Cc1ccc(S(=O)(=O)Nc2ccc(NC(=O)c3cccs3)cc2)cc1	-6%	0%	-2%	1	-19	?	0%	-20%	-5%
15	O=C(c1ccco1)c1n[nH]nc1-c1ccccc1	-4%[9.22 µM]	24%	11%	-2	-70*	25	6%	17%	-2%
16	CC1CCc2cc(F)ccc2N1C(=O)CCC(=O)O (stereo not drawn)	-6%	9%	13%	8	0	-7	-9%	0%	1%
17	CCOc1ccc(-c2c(C(=O)N/N=C(\C)c3ccncc3)nnn2-c2nonc2N)cc1	-10%	4%	15%	2	18	11	-1%	7%	4%
18	Cc1cccc(-n2ncc3c(=O)[nH]c(SCC(=O)Nc4cc(C)on4)nc32)c1	-3%	2%	9%	5	-14	17	20%	5%	8%
19	COc1ccccc1CC1(C)NC(=O)N(CC(=O)N2CCc3ccccc3C2)C1=O (stereo not drawn)	-5%	6%	12%	0	7	1	-6%	?	0%
20	CCOc1ccc(N2CC(C(=O)Oc3ccccc3)CC2=O)cc1 (stereo not drawn)	3%	-6%	0%	-6	-11	28	10%	3%	-1%
21	CC(C(=O)NC(=O)NC1CCCCC1)N1CCN(C(c2ccccc2)c2ccccc2)CC1 (stereo not drawn)	0%	6%	-1%	-5	7	3	?	9.2µM*	0%
22	C/C=C/c1cccc(-c2nc(C(=O)N3CCOCC3)cc3c2[C@@H](CCO)N(C(=O)NC(C)C)C3)c1	nt	5%	16%	-8	0	-15	15%	-3%	5%
23	COc1ccc(N(CC(=O)Nc2nccs2)S(=O)(=O)c2c(C)nn(C)c2C)cc1	-1%	1%	-1%	1	-16	-16	-9%	-2%	0%
24	CCOC(=O)NCc1ccc2c(c1)OCO2	-1%	7%	8%	3	-53*	18	10%	?	-2%
25	O=S(=O)(c1ccc(SCCOc2ccccc2)nc1)N1CCCC1	-3%	9%	0%	1	23	10	-21%	-27%	13%
26	CN1CCN(C(=O)CSc2nnc(COc3ccc(Cl)cc3)o2)CC1	2%	-7%	1%	-1	3	-7	4%	-25%	7%
27	Cc1ccc(S(=O)(=O)N2CCN(C(=O)CC(C)n3nc(C)c(Cl)c3C)CC2)cc1 (stereo not drawn)	1%	-4%	-1%	-34	2	2	-14%	-34%	3%
28	Cc1ccc(C(=O)NC2CCCC(C)C2C)cc1S(=O)(=O)N1CCCCC1 (stereo not drawn)	-383%[inhibitor]	-17%	-7%	-11	?	-14	-1%	-7%	24%
29	c1cnc(N2CCN(Cc3c[nH]c4ccccc34)CC2)nc1	17%	?	-19%	-7	-51*	?	?	?	9%
30	O=C1CC[C@H](OCc2ccccc2)CCN1[C@H](CSc1ccccc1)Cc1ccccc1	1%	-1%	2%	-10	-24	-8	0%	?	17%
31	CCCCn1c(SCC(=O)Nc2cccc(C)n2)nnc1-c1ccco1	0%[9.22 µM]	10%	5%	-6	16	-13	18%	-7%	5%
32	Cc1ccc(CN2CCN(/N=C\C=C\c3ccccc3)CC2)cc1	-10%	18%	-1%	-13	-22	-29	12%	-13%	9%
33	COc1ccc(C2CC(c3cccs3)=NN2c2ccccc2)cc1 (stereo not drawn)	?	-1%	-7%	-6	9	19	5%	?	4%
34	COc1ccc(S(=O)(=O)NC2CC2)cc1Cl	-34%[inhibitor]	9%	0%	-7	3	10	11%	1%	-4%
35	Cc1cc(Cl)ccc1C(O)c1ncc(-c2ccc(Cl)cc2)[nH]1 (stereo not drawn)	nt	?	?	0	19	-10	-1%	-2%	3%
36	NC(=O)c1cc2ccccc2oc1=NCc1ccccc1	-2%	-7%	-11%	-1	-5	-26	-4%	-7%	14%
37	Cc1cnc(C(=O)OCC(=O)N(Cc2ccccc2)C(C)(C)C)cn1	-6%	21%	20%	2	9	17	3%	27%	1%
38	COCCNC(=O)c1ccc2ccccc2n1	2%	11%	-1%	3	-20	6	9%	3%	20%
39	O=C(CSc1ncn[nH]1)c1cc2ccccc2o1	0%	-20%	-5%	-1	7	9	4%	23%	3%
40	Cc1cn2c(=O)c(C(=O)N3CCN(c4ccccc4)CC3)cnc2s1	1%	-1%	-4%	-1	?	-5	0%	-16%	3%

# Record cards (already shown). Order of screens: SW480 rereplic	HT1080 IDH1KD tx	HT1080NT lethal	DRD3 agonist	D3 antag	IL1B secr inh	KB-3-1 tox	KB-V1 MDR tox	GLP1R ag
# Profile of O=C(CSc1ncn[nH]1)c1cc2ccccc2o1 → 0%	-20%	-5%	-1	7	9	4%	23%	3%
# Profile of Cc1ccc(C(=O)NC2CCCC(C)C2C)cc1S(=O)(=O)N1CCCCC1 (stereo not drawn) → -383%[inhibitor]	-17%	-7%	-11	?	-14	-1%	-7%	24%
# Profile of Cc1cnc(C(=O)OCC(=O)N(Cc2ccccc2)C(C)(C)C)cn1 → -6%	21%	20%	2	9	17	3%	27%	1%

# Next structures:
no.	compound	SW480 rereplic	HT1080 IDH1KD tx	HT1080NT lethal	DRD3 agonist	D3 antag	IL1B secr inh	KB-3-1 tox	KB-V1 MDR tox	GLP1R ag
41	O=C(O)COc1ccc(NC(=O)c2ccc3c(c2)C(=O)N(C2CCCCC2)C3=O)cc1	-3%	12%	15%	1	12	12	-4%	12%	1%
42	COc1cc([N+](=O)[O-])cc(/C=N/NC(=O)c2cc(C)nc3ccccc23)c1O	?	13µM*	?	-19	-56*	52	?	-15%	2%
43	Cc1c(NC(=S)Nc2ccccc2)c(=O)n(-c2ccccc2)n1C	4%	12%	12%	2	5	6	23%	5%	-19%
44	O=C(Nc1ccc2nc(-c3ccco3)[nH]c2c1)c1ccco1	-1%	-8%	-10%	2	15	22	-3%	?	11%
45	CCCCC1CCC(c2nc(-c3ccccn3)no2)CC1 (stereo not drawn)	0%	-21%	-16%	2	-9	13	-3%	0%	-20%
46	CN(C(=O)c1ccnn1C)C1CCCN(Cc2ccccc2F)C1 (stereo not drawn)	-3%	0%	3%	4	-1	22	0%	2%	4%
47	COCCNS(=O)(=O)c1ccc2c(c1)n(C)c(=O)n2C	-1%	28%	6%	-2	?	-10	-1%	-4%	0%
48	COCc1cc(C)nc2sc3c(=O)oc(C)nc3c12	-1%	-5%	-6%	7	33	20	13%	25%	0%
49	CCCCN1C(=O)C(=O)NC[C@@H]1C(C)CC (stereo partly drawn)	-30%	3%	7%	29	2	9	3%	-17%	-3%
50	C=C(C)COc1ccc2c(c1)CCC1C2CCC2(C)C(=O)C(=NO)CC12 (stereo not drawn)	?	?	0%	4	24	-99*	?	?	16%
51	CN1CCC(NC(=S)NC2CC2)CC1	-34%[inhibitor]	13%	20%	-8	-6	-11	0%	5%	1%
52	CC(C)n1c(SCC(=O)NC2CCCCC2)nnc1-c1ccco1	-6%	19%	17%	1	-11	11	?	4%	8%
53	CN(C)CCNC(=O)c1ccc(COc2ccc(Cl)cc2Cl)cc1	?	?	10µM*	-19	-29	-7	?	18µM*	-24%
54	CCC(C)NC(=O)COC(=O)c1csc2c1CCCC2 (stereo not drawn)	-1%	26%	4%	1	-12	28	23µM*	-20%	-7%
55	FC(F)(F)c1ccccc1CNCc1ccncc1	-9%[9.22 µM]	8%	2%	-2	-23	35	-2%	26%	0%
56	C[C@H](CO)N1C[C@H](C)[C@H](CN(C)S(=O)(=O)c2cccs2)Oc2ccc(NC(=O)Nc3ccc4c(c3)OCO4)cc2CC1=O	16µM*	?	?	8	2	?	?	?	1%
57	O=C(/C=C/c1ccc(S(=O)(=O)N2CCOCC2)cc1)NC(=S)Nc1ccc(N2CCOCC2)cc1	-4%	-7%	-2%	1	0	-76*	2%	-25%	-2%
58	O=C1CSC(c2ccc([N+](=O)[O-])cc2)N1Cc1ccccc1 (stereo not drawn)	-2%	0%	-2%	-1	1	6	-3%	9%	9%
59	COc1cccc(-c2nnn(CCC(=O)O)n2)c1	-11%	-7%	-2%	-10	3	10	12%	17%	-12%
